# SMARCA2 act: SMARCA2 function activation, primary screen. MG213 cells, MMTV-luciferase reporter, dexamethasone, overnight. activation, % at 9.1 µM. actives 1% (n = 370,000). AID 652017; in the data active = activation above about 7.8%;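 note: 0% = vehicle wells and 100% = reference activator wells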
# GC-A act: GC-A (human) enzyme activation. P16066. HEK293 GC-A cells, cGMP TR-FRET, EC30 ANP; 0% at EC30 ANP, 100% saturating ANP. activation, % at 10 µM. actives 0.14% (n = 370,000). AID 1671463; in the data active = activation above about 40%
# Target sequence (P16066 whole entry, looked up): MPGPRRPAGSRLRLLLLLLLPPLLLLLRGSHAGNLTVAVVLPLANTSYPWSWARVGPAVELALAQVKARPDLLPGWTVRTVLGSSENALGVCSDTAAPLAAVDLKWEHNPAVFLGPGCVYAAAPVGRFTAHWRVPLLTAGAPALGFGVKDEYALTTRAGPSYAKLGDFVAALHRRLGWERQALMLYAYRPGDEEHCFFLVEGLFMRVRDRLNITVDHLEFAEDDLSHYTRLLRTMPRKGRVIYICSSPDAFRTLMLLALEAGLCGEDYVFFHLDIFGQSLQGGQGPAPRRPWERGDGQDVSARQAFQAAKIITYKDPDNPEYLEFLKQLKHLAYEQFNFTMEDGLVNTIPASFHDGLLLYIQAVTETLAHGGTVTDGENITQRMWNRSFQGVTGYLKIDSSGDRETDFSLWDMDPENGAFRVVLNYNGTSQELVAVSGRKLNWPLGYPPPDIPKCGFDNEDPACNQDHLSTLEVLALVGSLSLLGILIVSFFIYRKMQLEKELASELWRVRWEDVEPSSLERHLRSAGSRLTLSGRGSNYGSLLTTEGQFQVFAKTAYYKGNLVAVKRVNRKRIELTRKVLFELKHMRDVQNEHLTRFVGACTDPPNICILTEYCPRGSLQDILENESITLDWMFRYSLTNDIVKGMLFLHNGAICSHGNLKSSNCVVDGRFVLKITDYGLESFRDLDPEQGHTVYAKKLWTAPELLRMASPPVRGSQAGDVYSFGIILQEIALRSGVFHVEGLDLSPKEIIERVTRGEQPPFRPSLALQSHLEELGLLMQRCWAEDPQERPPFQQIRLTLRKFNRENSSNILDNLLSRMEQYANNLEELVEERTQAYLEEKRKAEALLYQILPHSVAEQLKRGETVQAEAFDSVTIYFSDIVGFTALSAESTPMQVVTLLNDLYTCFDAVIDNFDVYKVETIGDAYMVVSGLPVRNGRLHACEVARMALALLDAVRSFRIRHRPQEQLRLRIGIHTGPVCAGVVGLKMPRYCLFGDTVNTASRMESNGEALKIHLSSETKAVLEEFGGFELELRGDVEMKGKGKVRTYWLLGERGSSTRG
# PG9 Ab binder: binds the HIV-1 gp120 antibody PG9 | TR-FRET gp120-PG9 antibody binding | inhibition, % at 6.7 µM | actives 0.43% (n = 360,000) | AID 624416; in the data active = inhibition above about 8.5%
# ARFGAP1 inh: inhibitors of rat ARFGAP1. Arfgap1-stimulated ARF1 GTP hydrolysis, GDP FP detection. inhibition, % at 16.5 µM. actives 0.26% (n = 360,000). AID 651572;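 active = inhibition above a per-plate limit, mean inhibition of low control wells plus 3 SD, cut at about 25% in these data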;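 note: 0% = DMSO wells with enzyme and 100% = wells lacking Arfgap1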
#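 Assay system: purified rat His6-Arfgap1 residues 1-136 (GAP domain); Reagent: human Δ17 ARF1 bound to GTP; Dosing: 16.5 µM single point, 1.26% DMSO; Times: GTP hydrolysis reaction 2 h at 25 °C; Signal: FP, GDP Alexa 633 tracer displaced from anti-GDP antibody, 620/688 nm; Measure: % inhibition from polarization.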
# NR1D1 modulator: modulators of human Rev-erb alpha DNA binding; P20393; activity, % at 10 µM; actives 0.79% (n = 370,000); Rev-erbα–FITC-DNA binding, fluorescence polarization, 90 min;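 active = activity above about 14%, limit read from the data; passing the limit was not always enough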;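 note: 0% = DMSO wells with 35 nM protein and 100% = DMSO wells with 750 nM protein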
# ASAP1 inh: inhibitors of human ASAP1 ArfGAP activity; AID 624377; Q9ULH1; ASAP1-stimulated ARF1 GTP hydrolysis, GDP FP detection; actives 0.19% (n = 360,000); inhibition, % at 16.5 µM; in the data active = inhibition above about 25%;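 note: 0% = vehicle with enzyme and substrate and 100% = no enzyme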
# GC-B act: GC-B (human) receptor activation. AID 1920062. HEK293-GC-B cells, CNP EC30, cGMP TR-FRET; 0% at EC30 CNP, 100% saturating CNP. P20594. actives 0.11% (n = 370,000). activation, % at 10 µM;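 active = activation at 10 µM reaching about 35% in either raw or pattern-adjusted values, limit read from the data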
# rCAG RNA binder: binds r(CAG) RNA repeats. r(CAG) RNA repeat, TO-PRO-1 dye displacement fluorescence. inhibition, % at 3 µM. actives 1.3% (n = 370,000). AID 651821;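 active = inhibition above the plate cutoff, the mean of all test compounds on that plate plus 3 SD, cut at about 35% in these data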;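 note: 0% = DMSO alone and 100% = 100 µM mitoxantrone as full dye displacement; higher means more dye released from RNA so lower well fluorescence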
# mABHD4 FP: inhibits mouse alpha/beta hydrolase domain 4. purified mABHD4, FP-Rh probe fluorescence polarization. inhibition, % at 8.92 µM. actives 0.54% (n = 370,000). AID 720543;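 active = inhibition exceeding the mean over every tested compound plus 3 SD, cut at about 30% in these data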;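 note: 0% = plate median of compound wells and 100% = S159A mutant with DMSO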
#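 Doses – 8.92 µM, single dose · Material – wild-type mouse ABHD4 protein · Replication – single well per compound (singlicate) · Measure – percent inhibition of probe binding, normalized to plate controls · Schedule – 45 min compound pre-incubation plus 60 min probe step, 25 °C · Detection – fluorescence polarization with parallel and perpendicular emission, 525/598 nm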
# HTRA1 inhibitor: inhibitors of human serine peptidase HTRA1 | recombinant HTRA1, FP-rhodamine activity-based probe, fluorescence polarization | actives 0.5% (n = 340,000) | inhibition, % at 5.96 µM | Q92743 | AID 504803; in the data active = inhibition above about 36%;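 note: 0% = enzyme with DMSO and 100% = wells lacking enzyme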
# * hit, by the source's call; / = no result given.
# Below each SMILES: SMARCA2 act	GC-A act	PG9 Ab binder	ARFGAP1 inh	NR1D1 modulator	ASAP1 inh	GC-B act	rCAG RNA binder	mABHD4 FP	HTRA1 inhibitor
- CSCCC(NC(=O)COc1ccccc1)C(=O)NCCOc1ccc(C)cc1 (configuration not stated)
  -0.9	0.9	0.2	-2.7	-3.4	4.9	4.0	-5.3	-0.1	5.1
- O=C(Cn1c(-c2cscn2)nc2ccccc21)Nc1ccc(Cl)cc1
  -1.2	-5.3	1.3	0.9	4.3	1.7	-7.1	6.7	-3.6	-12.5
- CCCCn1c(N)c(N(CCOC)C(=O)c2cc(Cl)nc3ccccc23)c(=O)[nH]c1=O
  -0.5	1.1	-0.7	-4.5	-3.4	7.5	-1.7	1.7	4.3	-2.4
- O=C(CC1C(=O)NCCN1Cc1ccccc1)NC1CCCCC1 (configuration not stated)
  -1.5	0.1	0.2	-18.6	-1.0	-3.9	0.1	3.1	5.7	2.5
- O=[N+]([O-])c1cccc(NC(=S)N2CCN(c3ccccn3)CC2)c1
  0.8	3.5	-0.9	6.0	4.6	1.2	-0.6	-0.9	-2.0	-1.2
- Cc1cc(S(=O)(=O)NCc2ccccc2)ccc1OCC(=O)NCc1ccccn1
  -2.1	-0.2	-0.2	-3.9	-6.0	-2.7	2.7	-0.6	-5.9	-3.7
- Cc1ccc(N2CCN(/N=C/c3ccccc3[N+](=O)[O-])CC2)cc1
  -1.4	-1.5	-1.0	-2.1	-3.0	-7.2	6.0	-1.5	-3.4	-0.1
- CC(=O)c1cccc(N(C(=O)CNC(=O)c2cccs2)C(C(=O)NCC2CCCO2)c2ccccc2)c1 (configuration not stated)
  -1.0	0.3	-1.0	0.9	4.5	3.0	3.2	-4.4	-9.0	-8.1
- COc1ccc(S(=O)(=O)N(C)CC(=O)NCc2ccco2)cc1
  -0.6	4.2	0.2	-7.0	0.1	8.7	9.9	2.1	-4.8	0.1
- O=C(C[C@H]1CC[C@@H](NC(=O)C2CC2)[C@@H](CO)O1)NCc1ccccc1Cl
  -1.1	1.6	0.1	9.8	-3.5	8.6	1.7	1.8	-2.6	/
- COc1ccc(CNC(=O)[C@@H](NC(=O)C2CCN(C(=O)[C@@H]3CCCN3C(=O)OC(C)(C)C)CC2)C(C)C)cc1
  0.2	0.9	0.8	-7.1	0.0	8.8	0.9	-10.5	-1.7	1.8
- O=C(CSc1nccc(=O)[nH]1)Nc1ccc(N2CCOCC2)c(Cl)c1
  -5.6	-1.6	0.0	10.8	-4.3	-6.7	2.2	5.8	-3.3	1.3
- COc1ccc2c(ccc[n+]2[O-])c1
  -0.5	4.4	1.2	8.5	11.8	-1.0	-0.7	2.4	8.4	2.0
- CCc1ccccc1N(CC(=O)NCc1ccco1)C(=O)CCC(=O)Nc1nccs1
  -3.4	-11.6	-1.8	8.5	-4.4	-0.2	-2.9	-8.8	-1.8	3.3
- CCOC(=O)c1oc2c(c1C)C(=O)CCC2
  -2.6	1.7	-0.5	1.9	-5.5	8.5	-0.6	-3.8	4.6	1.7
- CSc1ccc(CNCc2ccco2)cc1
  -0.4	1.2	-1.0	-4.2	0.9	2.5	0.6	-1.2	-3.4	5.9
- CC(C)N(C(=O)CSc1nc2ccccc2c(=O)[nH]1)C(C)C
  -4.0	4.1	-1.7	2.5	0.2	13.9	-3.4	-1.0	-5.9	8.5
- CCOc1ccccc1CN1CCN(Cc2cc(=O)c3ccccc3[nH]2)CC1CCO (configuration not stated)
  0.6	-6.6	-0.7	-4.8	-3.8	12.7	-0.1	-2.1	-6.7	1.3
- Cc1ccccc1S(=O)(=O)N1[C@@H](c2cccc(Cl)c2)C(C(=O)O)=CC[C@H]1c1ccc(Cl)cc1
  0.2	0.3	-2.1	-10.6	-1.4	-6.2	-0.5	81.4*	-10.9	-71.2
- COc1ccc(C(=O)O/N=C(\N)c2ccc(Br)cc2)cc1
  0.6	1.6	2.1	2.4	-0.3	1.1	2.1	-1.7	-1.9	4.5
- O=C1N[C@@H](Cc2ccccc2)C(=O)N2[C@H]1CSCCS2(=O)=O
  2.9	5.4	-1.0	-3.3	-3.9	6.2	-0.9	2.9	8.9	/
- NC(=O)NN=C1CC2CC1C1C=CCC21 (configuration not stated)
  -2.7	-4.1	2.2	-0.9	0.9	-19.2	2.2	-0.5	4.2	0.6
- Cc1cccc(NC(=O)c2ccc3c(=O)n(CC4CCCO4)c(=S)[nH]c3c2)c1 (configuration not stated)
  -5.4	2.8	-0.2	4.3	-0.6	-15.3	0.0	5.0	-23.9	-3.4
- CS(=O)(=O)N(CC(=O)N1CCN(Cc2ccccc2)CC1)c1ccccc1Br
  1.7	5.3	0.1	-9.0	-8.6	-4.2	2.1	-7.2	4.4	5.1
- CCCSC1=C(C#N)C(c2cccs2)C(C(=O)Nc2ccccc2)=C(C)N1 (configuration not stated)
  -1.1	-1.7	-1.1	-7.8	-3.0	-5.1	-3.9	8.4	-38.9	-43.5
- CCc1cccc2c(C=C(C#N)C#N)cn(CC(=O)N3CCCCC3)c12
  -3.8	-2.3	-0.4	4.0	-3.6	-2.2	1.9	-1.5	-3.5	-0.8
- CCCCC(=O)Nc1ccc(NC(=O)c2ccc(C)c([N+](=O)[O-])c2)cc1OC
  -0.1	0.8	1.1	-6.8	-1.0	19.8	-0.9	-1.8	0.8	1.6
- O=C(Nc1ccc2c(c1)OCCO2)C(c1ccnc2ccccc12)N1CCN(c2ccc(F)cc2)CC1 (configuration not stated)
  -4.3	-4.8	-1.2	4.9	-3.9	5.8	-4.1	15.0	5.4	/
- Cn1c(N)c(C(=O)CSc2nnc3n2CCCCC3)c(=O)n(C)c1=O
  -4.2	0.2	-3.2	-10.7	-9.6	-4.7	0.6	1.3	-1.6	6.2
- Cn1c(=O)n(C)c2cc(S(=O)(=O)N3CCCc4ccccc43)ccc21
  -4.9	2.7	-0.4	-5.5	1.6	-0.8	-0.3	-2.9	2.9	-4.9
- Cc1cc(C)c(N(C(=O)Cn2nnc3ccccc32)C(C(=O)NC(C)(C)C)c2ccsc2)c(C)c1 (configuration not stated)
  -2.1	-14.6	-1.3	-6.8	3.9	12.9	-7.0	-2.6	3.1	-30.1
- CCN1CCN(c2nc(Nc3ccccc3)nc(N)c2[N+](=O)[O-])CC1
  1.0	7.0	-0.7	2.8	1.5	-9.1	-4.0	-1.6	1.9	7.4
- CCCCC(=O)Nc1ccc2c(c1)nc(CCNC(=O)c1ccco1)n2C
  -2.9	-1.7	-1.8	5.0	0.6	5.5	1.1	-0.5	2.4	2.7
- CCOC(=O)Cn1nc2sc3ccccc3n2c(=O)c1=O
  -0.5	-0.8	-1.2	5.7	-0.6	-12.7	6.2	-3.1	7.2	7.8
- CCOC(=O)C1=C(CSc2nccn2C)NC(=O)NC1c1cc(C)ccc1C (configuration not stated)
  0.9	-18.0	0.5	1.6	-3.1	8.6	-15.6	-7.0	-8.6	-1.0
- COC(=O)c1ccc(CN2C(=O)[C@]3(OCCC=C[C@H]3C)c3c(Br)cccc32)cc1
  -3.3	-2.0	0.6	13.2	2.7	8.6	1.5	0.1	-5.2	/
- CCc1nn2cc(-c3ccccc3)nc2s1
  2.7	5.2	2.7	21.3	-5.9	7.6	-4.0	0.4	-6.3	-2.7
- Cc1cccc(NC(=O)CN(c2ccc(C(C)C)cc2)S(=O)(=O)c2c(C)nn(C)c2C)n1
  -1.4	-0.2	-0.8	-8.5	3.1	6.3	-1.7	0.9	-2.9	-17.5
- CCc1cccc(NC(=O)CCS(=O)(=O)c2ccc3c(c2)NC(=O)CO3)c1
  -2.6	-1.2	-0.7	-9.4	4.8	11.1	2.2	-4.1	0.2	4.2
- CC(=O)NN1C(=O)c2ccccc2NC1c1ccoc1 (configuration not stated)
  -3.0	0.8	2.1	8.6	-8.5	5.3	0.0	-0.6	5.9	0.0

# A few values from the entries so far:
# CCOC(=O)C1=C(CSc2nccn2C)NC(=O)NC1c1cc(C)ccc1C (configuration not stated) in ASAP1 inh = 8.6
# CC(=O)NN1C(=O)c2ccccc2NC1c1ccoc1 (configuration not stated) in SMARCA2 act = -3.0
# CCOC(=O)Cn1nc2sc3ccccc3n2c(=O)c1=O in ARFGAP1 inh = 5.7

# New compounds follow:
# Below each SMILES: SMARCA2 act	GC-A act	PG9 Ab binder	ARFGAP1 inh	NR1D1 modulator	ASAP1 inh	GC-B act	rCAG RNA binder	mABHD4 FP	HTRA1 inhibitor
- CCOc1cccc(/C(O)=C2/C(=O)C(=O)N(CCOC)C2c2ccc(C)o2)c1 (configuration not stated)
  -1.6	3.5	-1.2	-3.4	-1.5	1.5	0.7	-1.9	8.8	0.8
- COc1ccccc1N1CCN(S(=O)(=O)c2cc3[nH]c(=O)c(=O)[nH]c3cc2C)CC1
  -1.7	0.7	0.3	3.2	3.9	3.5	4.1	18.2	-6.0	-0.5
- Cc1ccc(NC(=O)COC(=O)c2ccc(CN3CCCC3=O)cc2)cc1C
  -1.7	1.6	-1.1	2.1	-3.8	-1.8	-0.8	-3.9	6.1	0.9
- COc1ccc(C(=O)Nc2cccc(/C=C/c3nc4ccccc4c(=O)[nH]3)c2)cc1
  0.1	2.6	-1.0	-4.9	-10.8	12.8	-1.4	5.4	-4.1	-18.2
- CCCCCCn1c(=O)n2n(c1=O)C[C@]1(OC(=O)Nc3cccs3)CN(S(=O)(=O)c3ccc(C)cc3)C[C@]1(O)C2
  2.6	1.0	-4.0	5.0	2.5	5.7	-1.1	6.5	2.2	-14.4
- O=C(c1cccc(S(=O)(=O)N2CCCCC2)c1)N1CCN(Cc2ccccc2)CC1
  2.9	5.0	-0.9	-8.6	-2.4	-19.2	-4.5	-5.2	-3.0	1.9
- O=C(COC(=O)c1c[nH]c2ccccc12)Nc1ccc(F)cc1
  -1.2	2.0	-0.1	11.1	-5.9	4.7	3.0	1.9	-9.3	-14.4
- O=C(O)c1ccc(N/N=C/c2cc3ccccc3nc2Cl)cc1
  13.3*	-2.1	-8.9	-0.9	3.4	-2.1	2.2	11.9	28.3	1.4
- Cc1onc(-c2ccccc2)c1C(=O)OCC(=O)Nc1cc(S(=O)(=O)N2CCOCC2)ccc1Cl
  0.0	-5.3	-1.3	-3.8	5.0	4.9	-1.0	-2.9	-9.7	-9.3
- Cc1ccc(NC(=O)CSc2cccc3cccnc23)c(C)c1
  -1.4	-1.1	-0.5	-4.0	-3.4	0.6	6.1	-0.4	-0.6	-4.2
- CCN(CC(=O)Nc1ccc2c(c1)OCCO2)S(=O)(=O)c1ccccc1
  -1.1	2.4	-1.4	5.2	4.1	-1.4	0.8	-5.0	3.9	2.7
- O=C(CNS(=O)(=O)c1ccc(F)cc1)Nc1ccccc1
  1.0	2.9	-0.7	2.8	-1.2	-18.7	8.1	2.9	-7.7	-3.5
- CCN(CC)C(=O)C(Sc1ccccc1)c1ccccc1 (configuration not stated)
  0.3	-10.1	-1.3	6.7	6.4	-0.6	-7.1	-2.5	4.1	6.0

# High-throughput results as filed in PubChem.
